# Screening data deposited in PubChem by School of Medicine, Indiana University.
# FECH block = blocks human mitochondrial ferrochelatase activity; purified FECH, Ni-mesoporphyrin absorbance 550 nm; calls only at 10 µM (by protocol); 20,000 tested, 3.3% active; AID 1671448;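 active = enzyme reaction rate more than 3 SD below the solvent-only control wells on the same plate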;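 also: lower slope than DMSO wells means FECH inhibition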
# Target sequence (P22830 whole entry, looked up): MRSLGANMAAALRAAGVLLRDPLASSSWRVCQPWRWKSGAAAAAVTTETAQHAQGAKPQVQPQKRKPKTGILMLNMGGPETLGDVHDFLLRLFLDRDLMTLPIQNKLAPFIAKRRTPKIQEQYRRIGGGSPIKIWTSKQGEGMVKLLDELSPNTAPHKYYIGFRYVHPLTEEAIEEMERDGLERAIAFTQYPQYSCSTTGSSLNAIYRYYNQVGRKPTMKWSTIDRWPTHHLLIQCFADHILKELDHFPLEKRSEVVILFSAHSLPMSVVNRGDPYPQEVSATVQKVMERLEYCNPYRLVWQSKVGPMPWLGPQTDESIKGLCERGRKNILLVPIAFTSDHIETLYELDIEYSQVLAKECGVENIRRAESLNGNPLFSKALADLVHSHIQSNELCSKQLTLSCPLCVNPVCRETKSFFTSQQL
# Calls only; i = inactive; + = active, no number. A portion of the library; rates above refer to the full screens.
# Start of the listing, in advance (17 entries):
smiles,FECH block
CCOc1ccc(NC(=O)N2CCC(n3c(C)nc4cccnc43)CC2)cc1,i
Cc1cc(Nc2ccccc2)nc(Nc2ccc(NC(=O)CCc3ccccc3)cc2)n1,i
CCOc1ccccc1NC(=O)CN(C)S(=O)(=O)c1ccc(C(=O)N2CCOCC2)s1,i
CCc1cc(Nc2cc(F)cc(F)c2)n2nc(-c3cccnc3)nc2n1,i
O=C(NCCc1nc2cccnc2n1Cc1ccccc1)Nc1cccc(F)c1,i
CCOC(=O)c1c(NC(=O)c2ccccc2)sc2c1CCN(CC)C2,i
Cc1n[nH]c(C)c1CCNC(=O)c1cn(CCc2ccccc2)nn1,i
C=CCC(C)(C)CN1CCCC(CNC(C)=O)C1 (configuration not stated),i
Cc1ncccc1OC1(C(=O)N2CC=CC2C(C)C)CCNCC1 (configuration not stated),i
Cc1cccc(-c2ncc(CNCCCN3CCOCC3)cn2)c1,i
Cc1ccc(Cn2c(=O)c3cnc(-c4ccc(C)cc4)nc3n(C)c2=O)cc1,i
CN1CCN(Cc2ccc(-n3cccn3)cc2)CC1C(=O)O (configuration not stated),i
O=C(NCCN1CCCc2ccccc21)[C@@H]1C[C@@H]2C=C[C@H]1C2,i
CN(Cc1ccc2nonc2c1)C(=O)c1cn(Cc2c(F)cccc2F)nn1,i
Cc1ccc(-n2ncc3c(-n4nc(C)cc4NC(=O)C(C)(C)C)ncnc32)c(C)c1,i
C1COC(COCc2nn3c(C4CC4)nnc3s2)C1 (configuration not stated),i
Cc1ccc(NC(=O)CN2C(=O)CN(C)C(=O)c3ccccc32)c(Br)c1,i

# The list itself, from the first entry:
smiles,FECH block
CCOc1ccc(NC(=O)N2CCC(n3c(C)nc4cccnc43)CC2)cc1,i
Cc1cc(Nc2ccccc2)nc(Nc2ccc(NC(=O)CCc3ccccc3)cc2)n1,i
CCOc1ccccc1NC(=O)CN(C)S(=O)(=O)c1ccc(C(=O)N2CCOCC2)s1,i
CCc1cc(Nc2cc(F)cc(F)c2)n2nc(-c3cccnc3)nc2n1,i
O=C(NCCc1nc2cccnc2n1Cc1ccccc1)Nc1cccc(F)c1,i
CCOC(=O)c1c(NC(=O)c2ccccc2)sc2c1CCN(CC)C2,i
Cc1n[nH]c(C)c1CCNC(=O)c1cn(CCc2ccccc2)nn1,i
C=CCC(C)(C)CN1CCCC(CNC(C)=O)C1 (configuration not stated),i
Cc1ncccc1OC1(C(=O)N2CC=CC2C(C)C)CCNCC1 (configuration not stated),i
Cc1cccc(-c2ncc(CNCCCN3CCOCC3)cn2)c1,i
Cc1ccc(Cn2c(=O)c3cnc(-c4ccc(C)cc4)nc3n(C)c2=O)cc1,i
CN1CCN(Cc2ccc(-n3cccn3)cc2)CC1C(=O)O (configuration not stated),i
O=C(NCCN1CCCc2ccccc21)[C@@H]1C[C@@H]2C=C[C@H]1C2,i
CN(Cc1ccc2nonc2c1)C(=O)c1cn(Cc2c(F)cccc2F)nn1,i
Cc1ccc(-n2ncc3c(-n4nc(C)cc4NC(=O)C(C)(C)C)ncnc32)c(C)c1,i
C1COC(COCc2nn3c(C4CC4)nnc3s2)C1 (configuration not stated),i
Cc1ccc(NC(=O)CN2C(=O)CN(C)C(=O)c3ccccc32)c(Br)c1,i
CCc1csc(CNC(=O)c2ccc(-c3ncn[nH]3)cc2)n1,i
Cc1nonc1CN(C)c1ncnc2sc3c(c12)CCNC3,i
CC(C)c1noc(C2CCCN2Cc2cn[nH]c2-c2ccc(F)cc2)n1 (configuration not stated),i
CN1CCNC(=O)C12CCN(C(=O)c1cc(=O)c3ccccc3[nH]1)CC2,i
O=C(NCC1=CCCN(CC(=O)N2CCOCC2)C1)c1cccs1,i
O=C(CCn1nnc2ccccc21)Nc1cnc2n1CCCC2,i
COc1ccc(OC)c(Nc2nc(SC)nc(-c3ccc(C)cc3)c2C#N)c1,i
CCN(Cc1cnn(CC)c1)C(=O)C/C=C/c1ccccc1,i
CCCN(c1nc2nc(C)c(Cl)c(C)n2n1)S(=O)(=O)c1ccc(C)cc1,i
CNc1ccccc1C(=O)N1CCC2(CC1)C(=O)NCCN2C,i
COC(=O)C1CCCCN1S(=O)(=O)NCc1ccccc1 (configuration not stated),i
CCn1cnnc1CCNc1nccc(N2CCC(O)C2)n1 (configuration not stated),i
COc1ccccc1N1CCN(Cc2nc(C)n3ccccc23)C(C)C1 (configuration not stated),i
CC(=O)c1cc(CC(=O)NCc2ccsc2)cs1,i
Cc1ccc(NC(=O)c2ccc(=O)n(Cc3ccc(F)cc3)c2)c(C)c1,i
Cc1ccc(-c2nc3cccnc3n2CCNS(=O)(=O)N(C)C)cc1,i
Cc1cc(N(C)C)nc(Nc2ccc(NC(=O)c3c(F)cccc3Cl)cc2)n1,i
CC(C)CNC(=O)C(=O)N1CCCn2cncc2C1,i
Cc1ccc(CN2CCCN(CC(=O)Nc3ccc(C)cc3)S2(=O)=O)cc1,+
CS(=O)(=O)NC1CCN(CCn2c(=O)oc3ccccc32)CC1,i
COc1ccccc1NC(=O)C1CCCN1C(=O)c1ccc(-c2noc(C)n2)cc1 (configuration not stated),i
CCn1c(=O)n(-c2ccc(C)c(C)c2)c2nc(-c3ccc(C)cc3)nc(C(N)=O)c21,i
CC(C)NC(=O)CNC(=O)c1cc2sccc2[nH]1,i
O=C(NCCN1CCCc2ccccc21)C1CCN(c2ncnc3c2nc2n3CCCCC2)CC1,i
CCCc1nnc2sc(CCCN3CCCCCC3)nn12,i
CCOc1ccccc1C(=O)NCc1nc2cccnc2n1Cc1ccc(OC)cc1,i
Cc1cc2oc(=O)cc(C)c2cc1NC(=O)c1c(C)nc2ncccn12,i
O=S(=O)(NCCn1c(-c2ccc(F)cc2)nc2cccnc21)c1cccs1,i
COc1cccc(-c2nc(CSc3nc(-c4cccc(Cl)c4)cc(=O)[nH]3)c(C)o2)c1OC,i
CCc1nc2cccnc2n1C1CCN(S(=O)(=O)c2ccc(Cl)cc2)CC1,i
COc1ccccc1C(=O)NCC1CCN(C2CCCCCC2)C1 (configuration not stated),i
O=C(C1CCOCC1)N1C[C@H](O)[C@@H](N2CCN(c3ccccn3)CC2)C1,i
Cc1cccc(C(C(=O)NCCC(=O)Nc2nccs2)N(C)C)c1 (configuration not stated),i

# (continued)
smiles,FECH block
Cc1cccnc1CN1CCN(CC2CCOC2)CC1 (configuration not stated),i
c1ccc(OCc2noc(COc3ccc4ncccc4c3)n2)cc1,i
COc1ccccc1N(Cc1nc2nc(C)cc(C)n2n1)C(=O)c1ccco1,i
CN(Cc1ccccc1)Cc1cc(C(=O)N(C)CC2CCCN2C)no1 (configuration not stated),i
CC(C)Cn1c(CN2C[C@H](O)[C@@H](N3CCN(C)CC3)C2)nc2ccccc21,i
CCOC(=O)CCc1c(C)nc2nc(CNc3cccc(C)c3)[nH]n2c1=O,+
CCCC(=O)Nc1ccc(Sc2c(CCC)c(C)nc3ncnn23)cc1,+
CC1CCCN(Cc2ccc(C(=O)Nc3c4c(nn3C)CCC4)cc2)C1 (configuration not stated),i
Cc1cc(NC(=O)c2cccc(Br)c2)n(-c2ncnc3c2cnn3-c2ccccc2)n1,i
O=C(c1ccc(=O)[nH]c1)N1CCCC2(C=Cc3ccccc3O2)CC1 (configuration not stated),i
Cc1nc(CNC(=O)[C@H](N)CC(C)C)nc2c1CCCC2,i
CCC(C)N(Cc1ccc(C)cc1)Cc1ncnn1CC (configuration not stated),i
O=C1CCS(=O)(=O)N1c1ccc(S(=O)(=O)NCc2ccc3c(c2)OCO3)cc1,i
COc1cccc(Cn2c(CNS(=O)(=O)c3ccccc3Cl)nc3cccnc32)c1,i
COc1cc(Cl)cc2cc(C(=O)NCc3cccnc3N(C)C)oc12,i
CNS(=O)(=O)c1ccc(CCc2nc(CCc3ccccc3)n[nH]2)cc1,i
CCCN1C(=O)c2ccccc2CC1(C)C(=O)NC1CCCCC1 (configuration not stated),i
CCc1cc(Sc2ccc(NC(=O)c3ccc(Cl)cc3)cc2)n2ncnc2n1,i
Cc1ccc(N2CC(NC(=O)c3cc4ccccc4o3)CC2=O)cc1C (configuration not stated),i
CCc1nccn1CCCNC1CCSC1 (configuration not stated),i

# Next part
canonical_smiles,FECH block
Cc1cccc(NCc2cc(=O)n3[nH]c(-c4ccc(C(C)(C)C)cc4)nc3n2)c1C,i
O=c1c(NC2CCCC2)c(-c2ccc3c(c2)CCCC3)c1=O,i
O=C(CCc1n[nH]c2c1CCCC2)NCc1ccc2c(c1)OCO2,i
CCOC(=O)Cn1c(=O)n(-c2ccc(F)cc2)c2nc(C)nc(C(N)=O)c21,i
CNC(=O)[C@@H]1C[C@H](N)CN1C(=O)C1(Nc2ccc(OC)cc2)CCCCC1,i
CC1C(=O)N(C)CCN1C(=O)c1cn[nH]c1-c1cccc(F)c1 (configuration not stated),i
O=C1CC(=O)Nc2cc(S(=O)(=O)N3CCN(c4ccccn4)CC3)ccc2N1,i
Cc1ccc(N2C(=O)CCS2(=O)=O)cc1S(=O)(=O)Nc1ccc(C(N)=O)cc1,i
Cc1nc(-c2cccc(NC(=O)C3CCN(c4ccccc4)C3=O)c2)no1 (configuration not stated),i
Cc1[nH]cnc1CSCCNC(=O)c1scc2c1CCCC2,i
CC(C)CN(Cc1ccccn1)C(=O)c1ccsc1,i
COc1ccccc1CNc1nc2nc(CNc3ccccc3OC)cc(=O)n2[nH]1,i
CN(C)c1ncc(-c2nccn2-c2cccc3c2CCC3)cn1,i
O=c1cc(CN2CCc3ccccc3C2)nc2nc(NCc3ccc(Cl)cc3)[nH]n12,+
CN(Cc1ccccc1)C(=O)C1CCCN(c2ncnc3c2nc2n3CCCCC2)C1 (configuration not stated),i
CCn1cc(C(=O)N2CCC3(CC2)N=C(c2csc(C)n2)NC3=O)cn1,i
Cc1cc(C)n2nc(CN(Cc3ccccc3)C(=O)c3ccccc3F)nc2n1,i
COC(=O)c1ccc(-c2c(Nc3ccccc3)oc3c2c(=O)n(C)c(=O)n3C)cc1,i
Cc1cncc(NC(=O)c2ccc(CN(C)Cc3snnc3C)cc2)c1,i
O=C(NC1CC1)c1cc2n(n1)CCCN(C(=O)c1n[nH]c3ccccc13)C2,i
CCc1nc(C)c(C(=O)NCCc2nc(C)c(C)s2)o1,i
Cc1nc(C(C)NC(=O)CSc2ccncc2)n[nH]1 (configuration not stated),i
COCCn1ccnc1C1CC(=O)Nc2c1c(C1CC1)nn2C (configuration not stated),i
Cc1cc(C)cc(C(=O)Nc2ccc(Cl)c(N3CCCS3(=O)=O)c2)c1,i
COC(=O)CC1=CC(=O)N(CC(=O)NCc2ccc(OC)cc2)c2ccccc2N1,i
O=S(=O)(NCc1nc2cccnc2n1Cc1ccccc1)c1ccc2c(c1)CCCC2,i
COc1cc(C(=O)N(C)CCN2CCC(C)CC2)ccc1F,i
CCOc1ccc(-c2nc(SCC(=O)Nc3ccc4c(c3)OCCO4)n3[nH]c(=O)cc3n2)cc1,i
CC(C)Nc1cc(N2CCN(Cc3ccnc(C(C)C)n3)CC2)ncn1,i
COc1cccc(Nc2cc(C(C)C)nc3nc(-c4cccnc4)nn23)c1,i
c1cc(-c2ccc(CNC3CC3)cc2)c2ccncc2c1,i
O=c1c2c(nc3nc(CNc4ccc(Cl)cc4)[nH]n13)CCC2,+
CN1CCN(c2nccc(C(F)(F)F)n2)CC1C(=O)O (configuration not stated),i
COc1cccc(N2CC(NC(=O)CCCc3ccccc3)CC2=O)c1 (configuration not stated),i
Cn1c(=O)c(C(=O)Nc2ccc3c(c2)N2CCN=C2S3)nc2ccccc21,i
Cn1ccnc1C(NC(=O)c1nc2ccccc2[nH]c1=O)C1CC1 (configuration not stated),i
O=C1CN(S(=O)(=O)NCc2ccccc2)CCN1C1CCCC1,i
Cc1cc(C)c(S(=O)(=O)N2CCN(Cc3nc4cccnc4n3-c3ccccc3)CC2)cc1C,i
Cc1ccc(F)cc1NC(=O)CNCc1cn[nH]c1-c1ccc(F)cc1,i
COCCn1c(CNC(=O)c2ccc(N(C)C)cc2)nc2cccnc21,i
COc1ccccc1NC(=O)CSc1nnc(-c2ccccc2NC(=O)c2ccccc2)c(=O)[nH]1,i
CCCNC(=O)N1CCN(c2cc(-c3cccc(OC)c3)ncn2)CC1,i
CN1Cc2ccccc2CC1C(=O)N1CCc2c(c(C(=O)O)nn2CCO)C1 (configuration not stated),i
CSc1nc(-c2ccc(C)cc2)c(C#N)c(N2CCN(Cc3ccccc3)CC2)n1,i
COc1cccc(-c2ccc(C(=O)N3CCC4(CCCO4)CC3)o2)c1,i
CN1CCc2c(sc(NC(=O)CN3C(=O)c4ccccc4C3=O)c2-c2nc3ccccc3s2)C1,i
COc1cc(C)ccc1S(=O)(=O)N1CC[C@H]2CC[C@@H](C1)N2,i
COc1ccc(N2C(=O)CCS2(=O)=O)cc1S(=O)(=O)NCc1ccc(C)cc1,i
CCCC(NC(=O)c1ccc(C(C)=O)cc1)c1ccccc1 (configuration not stated),i
CCOc1ccc(C(=O)NCc2nc3cccnc3n2CCOC)cc1,i
CCc1cc(Sc2ccc(NC(=O)Nc3ccccc3F)cc2)n2ncnc2n1,i
CCC(CO)N(Cc1ccccn1)C(=O)c1ccc(=O)[nH]c1 (configuration not stated),i
CCc1ccc(OCC(=O)Nc2ccccc2SCc2cc(=O)n3c(ncn3C(C)C)n2)cc1,i
O=C(c1cncc(N2CCCC(N3CCCC3=O)C2)n1)N1CCCCC1 (configuration not stated),i
CC(=O)Nc1ccc(NC(=O)C2CC(=O)NC(N3CCN(c4ccccc4F)CC3)=N2)cc1 (configuration not stated),i
CCn1cnc(NC(=O)NC[C@@H]2C[C@@H]3C=C[C@H]2C32CC2)n1,i
Nc1nc(CCCNC(=O)c2cn(-c3ccccc3)nn2)cs1,i
COc1ccc(NC(=O)CN2CCN(Cc3ccc(F)cc3Cl)S2(=O)=O)cc1OC,i
CCc1ccccc1NCc1cc(=O)n2[nH]c(NCc3ccccc3Cl)nc2n1,+
